RNase H inhibition = RNase H inhibition, HIV 1 Gag Pol polyprotein, FRET biochemical assay, screening (AID 372); HIV-1 RT RNase H, FRET RNA/DNA substrate fluorescence; higher % means a stronger effect; 0.77% of 100,000 active; inhibition, % at 10 µM, or IC50 in µM where a hit was titrated; in the data active = inhibition above about 50%
* = called active by the depositor; & = joins results of further samples.

SMILES | RNase H inhibition
COc1ccc(NC(=O)c2c(NC(=O)c3ccccc3)sc3c2CCCCC3)cc1 | 22%
O=C1c2ccc(Oc3ccc(Oc4ccc5c(c4)C(=O)N(CCCO)C5=O)cc3)cc2C(=O)N1CCCO | 5%
Cn1nnnc1SCC(=O)Nc1ccccc1 | 10%
CCCCSc1nc2c(c(=O)n1C1CCCC1)C1(CCCC1)Cc1ccccc1-2 | 12%
Fc1ccc(OCCCCCN2CCOCC2)cc1 | 0%
Cc1cccc(C=Nc2cccc3c(N=Cc4cccc(C)c4)cccc23)c1 | 5%
O=C1C=CC(=O)N1c1cccc(Br)c1 | 7%
Cc1ccc(C(=O)c2cc([N+](=O)[O-])ccc2N2CCOCC2)c(C)c1 | 10%
CCOC(=O)C1=C(C)N=c2s/c(=C\c3ccc(OC)c(OCC)c3)c(=O)n2C1c1ccc(C)cc1 (stereo not drawn) | 0%
COC(=O)C1=NNC2C(=O)N(c3ccc(Cl)cc3)C(=O)C12 (stereo not drawn) | 16%
O=C(O)CCn1c(SCCOc2ccc(Cl)cc2)nc2ccccc21 | 0%
CCCCCCN1C(=O)C(=O)/C(=C(\O)c2ccccc2)C1c1ccc2c(c1)OCO2 (stereo not drawn) | 4%
CCOc1ccc(C(=O)Nc2cccc(NC(=O)c3cccc(Cl)c3)c2)cc1Cl | 11%
Cc1ccc(NC(=O)CCN2C(=O)/C(=C/c3ccccc3Cl)SC2=S)cc1 | 21%
CCOc1ccc(-c2csc(/C(C#N)=C/c3cccc4ccccc34)n2)cc1 | 7%
O=C(COc1ccc2ccccc2c1)N/N=C\c1cc(O)c(O)c(Br)c1 | 73%*
O=C(N/N=C/c1ccc(Cl)cc1)C(c1ccccc1)c1ccccc1 | 20%
COc1cc(C=C2C(=O)NC(=S)NC2=O)ccc1OCCOc1ccc(C(C)(C)C)cc1 | 25%
CCOCCOC(=O)c1ccc(NC(=O)COc2c(C)cccc2C)cc1 | 31%
O=C(CSc1ccccc1)Nc1nnc(CCC(=O)c2ccccc2)s1 | 11%

Retrieved one by one from the entries so far (seven):
SMILES | RNase H inhibition
CCCCCCN1C(=O)C(=O)/C(=C(\O)c2ccccc2)C1c1ccc2c(c1)OCO2 (stereo not drawn) | 4%
CCCCSc1nc2c(c(=O)n1C1CCCC1)C1(CCCC1)Cc1ccccc1-2 | 12%
O=C(O)CCn1c(SCCOc2ccc(Cl)cc2)nc2ccccc21 | 0%
O=C(CSc1ccccc1)Nc1nnc(CCC(=O)c2ccccc2)s1 | 11%
O=C(N/N=C/c1ccc(Cl)cc1)C(c1ccccc1)c1ccccc1 | 20%
COc1cc(C=C2C(=O)NC(=S)NC2=O)ccc1OCCOc1ccc(C(C)(C)C)cc1 | 25%
Cn1nnnc1SCC(=O)Nc1ccccc1 | 10%

The listing continues:
SMILES | RNase H inhibition
CC1=C(C(=O)OC2CCCC2)C(c2ccccc2F)NC(=O)N1 (stereo not drawn) | 4%
CCC(=O)Oc1c(-c2ccc(Br)cc2)c2nc3ccccc3nc2c2ccccc12 | 7%
O=C(NC(=S)Nc1ccc(N2CCCCC2)c(Cl)c1)c1ccc(Cl)cc1 | 10%
CCOC(=O)c1c(NC(=O)C2C3CCC(O3)C2C(=O)O)sc2c1CCCC2 (stereo not drawn) | 0%
CCOc1ccc2c3c(c(=O)oc2c1OCC)CCCC3 | 0%
COc1cccc(C2NC(=O)NC(C)=C2C(=O)Nc2ccccc2C)c1 (stereo not drawn) | 0%
CC(=O)Nc1ccc(-n2c(C)cc(C=C3C(=O)N(C)C(=O)N(C)C3=O)c2C)cc1 | 6%
CSc1ccccc1NC(=O)c1cc2n(n1)C(C(F)(F)F)CC(c1ccc(Br)cc1)N2 (stereo not drawn) | 32%
CCSCCOC(=O)C1=C(C)NC2=C(C(=O)CC(c3ccccc3)C2)C1c1cccc2ccccc12 (stereo not drawn) | 0%
Cc1ccc(N2NC(=O)/C(=C/c3ccc(N4CCOCC4)cc3)C2=O)cc1C | 19%
O=C(Nc1cccc(Cl)c1)c1ccc(CN2CCN(c3ccccc3)CC2)cc1 | 15%
COC(=O)c1c(NC(=O)c2cccc(C)c2)sc(Cc2ccccc2)c1C | 8%
CC(=O)C12c3ccccc3C(c3ccccc31)C1C(=O)N(c3cccc(C(=O)O)c3)C(=O)C12 (stereo not drawn) | 0%
CCc1ccccc1N(CC(=O)N1CCN(C(c2ccccc2)c2ccccc2)CC1)S(C)(=O)=O | 19%
CCOCc1ccc(O)c2ncccc12 | 7%
COc1cc(/C=C2/C(=O)NN(c3ccccc3)C2=O)ccc1OCc1ccc(F)cc1Cl | 15%
C(=N\Nc1nnc(-c2ccccc2)c(-c2ccccc2)n1)/c1ccco1 | 16%
Cc1nc(=O)c(-c2ccccc2)c(C)n1-c1ccc(OCC(=O)O)cc1 | 24%
Cc1ccccc1NC(=O)/C(C#N)=C\c1cc(C)n(-c2cccc([N+](=O)[O-])c2)c1C | 13%
O=C(CSc1nc2ccccc2o1)NCC(=O)c1ccccc1 | 3%
CC1=C(CCC2(C)OCCO2)C(C)(C)CCC1 | 3%
COc1ccc(N2C(=O)CC(SC(=NCc3ccccc3)Nc3ccc(F)cc3)C2=O)cc1 (stereo not drawn) | 7%
COc1ccc(OC)c(CN2CCN(Cc3ccc(F)cc3)CC2)c1 | 5%
COc1ccc(C(CC(=O)C(C)C)C2C(=O)c3ccccc3C2=O)cc1 (stereo not drawn) | 0%
Cn1ccnc1SCC(=O)c1ccc2c(c1)OCO2 | 9%
Cn1ccc(=O)c2cc(Br)ccc21 | 5%
O=S(=O)(NCc1ccc(Cl)cc1)c1ccccc1 | 8%
O=C(Nc1ccc(NC(=O)c2cc3ccccc3o2)cc1)c1ccco1 | 6%
CC12C=CC(C)(O1)C1C(=O)N(c3ccc(F)cc3)C(=O)C12 (stereo not drawn) | 1%
O=C(CCc1ccccc1)NCc1ccc(F)cc1 | 5%
CC(C)(O)C1=NOC(c2ccccc2)C1 (stereo not drawn) | 2%
Cc1ccccc1OCC(=O)N/N=C\C=N\NC(=O)COc1ccccc1C | 0%
Cc1cc(C)c2oc(-c3cccc(NC(=O)COc4ccc(Br)cc4)c3C)nc2c1 | 4%
O=C(O)CN1C(=O)C(O)=C(C(=O)/C=C\c2ccccc2)C1c1ccccc1 (stereo not drawn) | 1%
COc1cccc2cc(C(=O)NNC(=O)c3ccc(Br)cc3)c(=O)oc12 | 3%
O=C(CCCN1C(=O)c2ccccc2C1=O)NC(=O)NC(c1ccccc1)c1ccccc1 | 5%
COc1ccc(C2Nc3ccccc3NC3=C2C(=O)CC(c2ccccc2)C3)c(OC)c1 (stereo not drawn) | 21%
COc1ccc(-c2nc3c4c5c(sc4ncn3n2)CCCC5)cc1OC | 0%
CCOc1cccc(/C=C2\N=C(c3ccc(Br)cc3)OC2=O)c1 | 9%
CCN(CC)c1ccc(N=Cc2ccccc2[N+](=O)[O-])cc1 | 7%

Part of the list above, field by field.
CC1=C(CCC2(C)OCCO2)C(C)(C)CCC1
- RNase H inhibition: 3%
CCOc1cccc(/C=C2\N=C(c3ccc(Br)cc3)OC2=O)c1
- RNase H inhibition: 9%

Further compounds
SMILES | RNase H inhibition
COc1ccccc1-n1c(O)c(C=NCCCC(C)C)c(=O)[nH]c1=O | 6%
COc1cccc(C(=O)Nc2ccc(S(=O)(=O)Nc3onc(C)c3C)cc2)c1 | 11%
CC1(C)CC(=O)C2=C(C1)Nc1ccccc1NC2c1ccc2c(c1)OCO2 (stereo not drawn) | 6%
Cc1c(NC(=O)CCCN2C(=O)/C(=C/c3ccccc3)SC2=S)c(=O)n(-c2ccccc2)n1C | 10%
COc1cccc(-c2cc(C(=O)Nc3ncccn3)c3ccccc3n2)c1 | 10%
COc1ccc(-n2c(SCC(=O)c3cccc([N+](=O)[O-])c3)nnc2-c2ccc(Cl)cc2)cc1 | 10%
Cc1ccc(C(=O)Nc2ccccc2C(=O)N2CCC(C)CC2)cc1 | 8%
COc1ccc(OCCOc2ccc(C)cc2[N+](=O)[O-])cc1 | 9%
O=C(C1=C(O)C(=O)N(c2ncc(S(=O)(=O)c3ccc([N+](=O)[O-])cc3)s2)C1c1ccc(F)cc1)c1ccco1 (stereo not drawn) | 11%
C=CCC(c1ccncc1)/[N+]([O-])=C\c1ccccc1 (stereo not drawn) | 0%&2%
COc1ccc(-n2nc3cc(C)c(NC(=O)c4cc([N+](=O)[O-])ccc4Br)cc3n2)cc1 | 12%
COc1cc(C(=O)Nc2ccc(Br)cn2)cc(OC)c1OC | 27%
COc1c(Cl)cc(C(=O)Nc2cccc(S(N)(=O)=O)c2)cc1Cl | 3%
O=C(NC1C2CC3CC(C2)CC1C3)C(c1ccccc1)c1ccccc1 (stereo not drawn) | 11%
CCOc1cc(/C=C2/C(=O)NC(=O)N(c3ccc(OC)cc3)C2=O)ccc1OCCOc1ccc([N+](=O)[O-])cc1 | 7%
Cc1ccccc1Oc1ccc2noc3c2c1C(=O)c1ccccc1-3 | 20%
O=C(COc1ccc(Cl)cc1Br)NNC(=O)C(=O)N1CCCCC1 | 4%
CCSCCOC(=O)C1=C(C)NC2=C(C(=O)CC(c3ccc(Cl)cc3)C2)C1c1ccccc1OC(C)C (stereo not drawn) | 16%
N#C/C(=C\c1ccc(Sc2ccccc2)o1)c1ccccc1 | 52%*
On1c(-c2cccc(Cl)c2)nc2c1CCc1nonc1-2 | 11%
O=C1N/C(=C\c2ccc(Cl)cc2)C(=O)c2ccccc21 | 15%
O=C(O)C1C2CCC(C2)C1C(=O)Nc1nc2ccc(F)cc2s1 (stereo not drawn) | 2%
CCCCOc1c(I)cc(I)cc1/C=C(/C#N)c1nc2ccc(C)cc2[nH]1 | 17%
O=C(Nc1nc(C23CC4CC(CC(C4)C2)C3)cs1)c1ccc(F)cc1 | 12%
COc1ccc(Br)cc1C1C(C#N)=C(N)Oc2cc(O)ccc21 (stereo not drawn) | 35%
CCc1ccccc1NC(=O)CN(c1ccccc1OC)S(=O)(=O)c1ccccc1 | 0%
Cc1ccc(OCCCN2CCOCC2)cc1 | 2%
COc1ccc(C2CC(=O)C3=C(C2)NC(C)=C(C(=O)OCCc2ccccc2)C3c2ccc(N(C)C)cc2)cc1 (stereo not drawn) | 9%
O=C1NC(=Nc2ccccc2Cl)S/C1=C/c1cc([N+](=O)[O-])ccc1Cl | 22%
CCc1ccc(NC(=O)c2cccc(C)c2)cc1 | 0%
Nc1nc(Oc2ccc(F)cc2)c(Br)c(=O)[nH]1 | 0%
O=C(Nc1ccc(F)cc1)Nc1nnc(CSCc2ccccc2F)s1 | 9%
Cc1cccnc1NC(=O)c1cccc(C(=O)Nc2ncccc2C)c1 | 10%
CCOc1cccc(N2C(=O)/C(=C/c3ccc(OCC(=O)O)c(Cl)c3)C(=O)NC2=S)c1 | 7%
O=C(c1ccco1)c1nc2c(n1O)CCCCC2 | 5%
COc1ccc(N(CC(=O)N2CCCC2)S(C)(=O)=O)cc1 | 0%
CCCCOC(=O)c1ccc(NC(=O)COc2ccc3c(C)cc(=O)oc3c2)cc1 | 31%
CCN(CC)CCCNC(=O)c1ccc(OC)cc1OC | 11%
CCN1/C(=C\C=C\c2n(CCCS(=O)(=O)[O-])c3cc(C#N)ccc3[n+]2CC)Oc2ccc(-c3ccccc3)cc21 | 0%
CCCCNC(=O)/C(=C/c1ccc(-c2cccc([N+](=O)[O-])c2)o1)NC(=O)c1ccc(OC)cc1 | 0%

Entries shown so far with a furan ring, fused or not:
SMILES | RNase H inhibition
C(=N\Nc1nnc(-c2ccccc2)c(-c2ccccc2)n1)/c1ccco1 | 16%
O=C(Nc1ccc(NC(=O)c2cc3ccccc3o2)cc1)c1ccco1 | 6%
O=C(C1=C(O)C(=O)N(c2ncc(S(=O)(=O)c3ccc([N+](=O)[O-])cc3)s2)C1c1ccc(F)cc1)c1ccco1 (stereo not drawn) | 11%
N#C/C(=C\c1ccc(Sc2ccccc2)o1)c1ccccc1 | 52%*
O=C(c1ccco1)c1nc2c(n1O)CCCCC2 | 5%
CCCCNC(=O)/C(=C/c1ccc(-c2cccc([N+](=O)[O-])c2)o1)NC(=O)c1ccc(OC)cc1 | 0%

(next part)
SMILES | RNase H inhibition
CN(C)c1ccc([N+](=O)[O-])cc1/C=N/NC(=O)CCc1ccccc1O | 8%
CCN(CC)CC(C(=O)N(CC)CC)P(=O)(c1ccccc1)c1ccccc1 (stereo not drawn) | 1%
COc1cc(NS(=O)(=O)c2ccc(NC(=S)NC(=O)/C=C/c3ccc(F)cc3)cc2)nc(OC)n1 | 7%
O=C1CC(c2ccc(Cl)cc2)CC2=C1C(c1ccccc1[N+](=O)[O-])Nc1ccccc1N2 (stereo not drawn) | 8%
Clc1ccc(/C=N/c2c(-c3ccc(Cl)cc3Cl)nc3ccccn23)c(Cl)c1 | 8%
COc1ccc(CCNC(=O)c2ccc(N(Cc3ccc(Cl)cc3)S(C)(=O)=O)cc2)cc1OC | 11%
O=C(O)c1cc(S(=O)(=O)Nc2ccccc2C(=O)O)ccc1Br | 7%
Cc1nn(C(=O)c2ccccc2I)c(C)c1Br | 24%
CC(C)(C)c1cc(CCC#N)cc(C(C)(C)C)c1O | 1%
COc1ccc(/C=N\OCC(=O)Nc2oc(-c3ccccc3)c(-c3ccccc3)c2C#N)cc1OC | 17%
O=C(Nc1cccc([N+](=O)[O-])c1)c1cccc(Cl)c1Cl | 16%
Cc1cccc(N2C(=O)/C(=C/c3ccc(C(=O)O)cc3)SC2=S)c1C | 8%
N#C/C(=C/c1cn(-c2ccccc2)nc1-c1cccc(Br)c1)C(N)=O | 6%
CCOC(=O)C1=C(C)N=c2s/c(=C\c3cc(OC)ccc3OC)c(=O)n2C1c1c(OC)ccc2ccccc12 (stereo not drawn) | 11%

Three consecutive compounds out of the list so far, quoted:
SMILES | RNase H inhibition
COc1ccc(NC(=O)c2c(NC(=O)c3ccccc3)sc3c2CCCCC3)cc1 | 22%
O=C1c2ccc(Oc3ccc(Oc4ccc5c(c4)C(=O)N(CCCO)C5=O)cc3)cc2C(=O)N1CCCO | 5%
Cn1nnnc1SCC(=O)Nc1ccccc1 | 10%

Screening results deposited in PubChem by MTDP.

Only part of the results is shown. The share of hits here may be higher or lower than overall.
